aSyn rescue: inhibitors of alpha-synuclein toxicity in yeast; Yeast expressing alpha-synuclein, growth rescue, BacTiter-Glo, 24 h; Potency, µM (titrated, usually from 46.1 µM), for inactives: at the top dose growth rescue (activation), hits mostly activators; hit rate 0.14% among 370,000; also: potency is read from the fitted curve at half-maximal effect; % of control where 0% means no effect; nearly all actives have a fitted effect of over 65% in size
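Rescue of yeast growth: cells expressing toxic alpha-synuclein, induced in galactose at OD600 0.02, incubated with compound 24 h at 30 C. ATP luminescence quantified growth; inhibitors of toxicity appear as activators.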
Abeta rescue: A-beta toxicity reversal in yeast | yeast expressing A-beta42, growth rescue, OD600, 48 h; response scale: 0% DMSO, 100% iron-clioquinol control | Potency, µM (doses to about 46.1 µM), for inactives: top-dose growth rescue, most hits filed as activators | hit rate 0.063% among 410,000; also: potency is read from the fitted curve at half-maximal effect; nearly all actives have a fitted effect of over 55% in size
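Yeast A-beta toxicity model in growth medium with pinned compounds, 48 h at 30 C; growth read as absorbance at 600 nm. Normalized to FeCl3/clioquinol equimolar mix (positive) and DMSO (negative).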
TDP43 rescue: rescues yeast growth from TDP-43 toxicity; TDP-43 expressing yeast growth rescue, BacTiter-Glo, 24 h; Potency, µM (highest dose often 46.1 µM), for inactives: top-dose growth rescue (activation), actives largely listed as activators; hit rate 1.8% among 410,000; also: potency is read from the fitted curve at half-maximal effect; % of control where 0% means no effect; nearly all actives have a fitted effect of over 50% in size
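Readout is BacTiter-Glo luminescence of cell growth, so inhibitors register as activators. TDP-43-expressing yeast at OD600=0.02 in galactose medium, after raffinose pregrowth to mid-log, were incubated with compound for 24 hr at 30 deg C.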
pAkt inh: inhibitors of Akt phosphorylation | Neuro2A IGF-stimulated pAkt S473 HTRF, 20 min; hits give low values | activity change, % for hits at 50 µM | hit rate 0.32% among 360,000 | AID 651550; in the data active = activity change below about -80%; inconclusive = mostly about -51% to -80%; also: % is scaled to controls: 0 for no effect and ±100 for the full control effect
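Neuro2A cells in DMEM with 0.5% FBS, overnight at 37 deg C, given compound at single 50 µM final, then IGF (6 nM final) for 20 min at 37 deg C. Lysed; phospho-Akt Ser473 by HTRF after 24 h, 665/615 ratio.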
Mm-Cpn inhibitor: M. maripaludis TRiC chaperonin inhibition; purified Mm-Cpn ATPase, ADP Transcreener TR-FRET; Potency, µM (series often up to 76.9 µM), for the others: top-dose activity, negative = inhibition, hits mostly inhibitors; hit rate 0.031% among 330,000; AID 504842; also: potency is read from the fitted curve at half-maximal effect; % is scaled to controls: 0 for no effect and ±100 for the full control effect; nearly all actives have a fitted effect of over 80% in size
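25 nM Mm-CPN + cpd, 10 min 37°C; + 10 uM ATP, 30 min 37°C; buffer 30 mM Tris pH 7.4, 100 mM KCl, 5 mM MgCl2, 1 mM DTT; Transcreener ADP HTRF detection 30 min RT.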
PTHR1 ag: agonists of human PTHR1 parathyroid hormone receptor | Q03431 | HEK293 GP2 PTHR1 cells, GloSensor cAMP luminescence, 1 h | Potency, µM (highest dose often 115 µM), for inactives: top-dose activation, actives largely listed as activators | hit rate 0.075% among 410,000; also: potency is read from the fitted curve at half-maximal effect; nearly all actives have a fitted effect of over 55% in size; some results filed as inactive show a strong effect at the top dose; inactives centre near -15; many of its hits are not listed in these tables
Target sequence (Q03431 whole entry, looked up): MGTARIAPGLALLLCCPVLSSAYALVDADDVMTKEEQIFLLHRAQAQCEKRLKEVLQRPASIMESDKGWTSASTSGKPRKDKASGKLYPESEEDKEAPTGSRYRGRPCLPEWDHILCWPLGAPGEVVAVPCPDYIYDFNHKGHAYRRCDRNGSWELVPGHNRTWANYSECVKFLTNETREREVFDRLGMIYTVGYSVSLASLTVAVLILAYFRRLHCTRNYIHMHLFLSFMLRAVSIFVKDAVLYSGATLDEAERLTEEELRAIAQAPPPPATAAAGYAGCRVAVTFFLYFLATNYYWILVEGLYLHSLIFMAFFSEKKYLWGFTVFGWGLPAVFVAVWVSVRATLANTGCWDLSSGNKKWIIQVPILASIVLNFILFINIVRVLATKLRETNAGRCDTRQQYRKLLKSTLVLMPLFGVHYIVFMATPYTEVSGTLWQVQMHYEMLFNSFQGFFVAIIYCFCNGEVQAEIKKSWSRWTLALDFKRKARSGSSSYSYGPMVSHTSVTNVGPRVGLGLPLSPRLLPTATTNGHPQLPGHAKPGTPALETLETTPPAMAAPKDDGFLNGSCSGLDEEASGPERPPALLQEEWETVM
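HEK-293-derived GP2 cells expressing PTHR1 and a GloSensor cAMP reporter, 3,000/well, plated overnight, given luciferin plus IBMX (each 0.5 mM as added) for 1 h at 37 °C, then compound for 1 h at 37 °C. Luminescence was read after 15 min at room temperature.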
GLP-1R inv ag: inverse agonists of human GLP-1 receptor. P43220. HEK293 GLP-1R CRE-luciferase, luminescence, 24 h; GLP-1R form is constitutively active. Potency, µM (doses to about 38.3 µM), without a hit: at the top dose activity change, negative = inhibition, actives largely listed as inhibitors. hit rate 1.6% among 410,000; also: potency is read from the fitted curve at half-maximal effect; % is scaled to controls: 0 for no effect and ±100 for the full control effect; nearly all actives have a fitted effect of over 55% in size
Target sequence (P43220 whole entry, looked up): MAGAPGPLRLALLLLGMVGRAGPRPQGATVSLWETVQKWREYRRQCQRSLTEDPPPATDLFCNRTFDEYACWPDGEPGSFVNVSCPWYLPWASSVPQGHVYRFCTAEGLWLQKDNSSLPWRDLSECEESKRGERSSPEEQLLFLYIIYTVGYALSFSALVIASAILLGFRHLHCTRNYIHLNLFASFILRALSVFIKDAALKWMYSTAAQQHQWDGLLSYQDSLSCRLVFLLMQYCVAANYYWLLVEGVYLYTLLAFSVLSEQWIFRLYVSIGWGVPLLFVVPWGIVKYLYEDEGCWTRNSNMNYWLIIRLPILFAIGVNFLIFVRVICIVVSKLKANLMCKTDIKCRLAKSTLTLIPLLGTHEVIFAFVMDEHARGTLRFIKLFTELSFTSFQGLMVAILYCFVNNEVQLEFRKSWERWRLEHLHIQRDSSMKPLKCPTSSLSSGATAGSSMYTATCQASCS
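Constitutively active GLP-1R drives a cAMP-responsive luciferase in stably transfected HEK293 cells; test compounds are added after overnight (12 h) attachment and left 24 hr, and signal loss in luminescence marks inhibition.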
HEK293 tox: cytotoxicity counter-screen for GLP-1 receptor inverse agonists | HEK293 cAMP-luciferase reporter cells, luminescence, 24 h | Potency, µM (doses to about 38.3 µM), inactives show top-dose activity change, negative = inhibition, most hits filed as inhibitors | hit rate 0.13% among 410,000 | AID 624418;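 also: loss of luciferase light is scored as toxicity; potency is read from the fitted curve at half-maximal effect; % is scaled to controls: 0 for no effect and ±100 for the full control effect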
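Compound-treated cells are incubated 24 hr at 37 deg C under 5% CO2 after a 12 hour attachment period, then luciferase detection reagent is added and luminescence is measured following 12 min at room temperature; lowered signal indicates toxicity.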
FUS yeast rescue: rescues growth of FUS-expressing yeast; hit rate 0.24% among 390,000; S. cerevisiae FUS-expressing, growth rescue, OD600, 24 h; Potency, µM (doses to about 76.6 µM), without a hit: at the highest dose growth rescue (activation), actives largely listed as activators;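 also: potency is read from the fitted curve at half-maximal effect; plate controls were DMSO vehicle for no effect and reference control for full effect; nearly all actives have a fitted effect of over 55% in size; some results filed as inactive show a strong effect at the top dose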
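Compound concentration series was pinned onto galactose-induced FUS-expressing yeast seeded at OD 0.005. Plates sat 24hr at 30C; absorbance at 600 nm gave growth. DMSO served as background control.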
An asterisk follows results filed as active; i = inactive; ? = inconclusive; / = no result given; [ ] = another dose, or the depositor's remark. Unless noted, calls follow the shape of the dose curve; as a rule, active = well fitted curve in the direction sought with a large enough effect; inconclusive = small, poorly fitted or top-dose-only effect, or another doubt; inactive = no such curve, though single readings can be large; an effect the other way counts as inactive or inconclusive. Not all compounds are listed; count on the stated rates, not on these rows.

SMILES,aSyn rescue,Abeta rescue,TDP43 rescue,pAkt inh,Mm-Cpn inhibitor,PTHR1 ag,GLP-1R inv ag,HEK293 tox,FUS yeast rescue
COc1ccc(S(=O)(=O)N2CCCCC2c2cc(C(=O)NCc3cccnc3)no2)cc1 (configuration not stated),-8%,-8%,18%,i,/,-6%,6%,-2%,-5%
O=C(c1ccccc1)N(C1=NCCCCS1)c1ccccc1,12%,-2%,12%,i,-3%,i,-29%,-5%,-3%
COc1ccccc1NC(=O)Nc1nc(CC(=O)Nc2cccc(F)c2)cs1,0%,-5%,1%,i,-13%,-37%[inhibitor],?,?,12%
Cc1ccc(S(=O)(=O)N2CC(C)C(=O)CC2C)cc1 (configuration not stated),0%,0%,-2%,i,1%,-10%,-1%,2%,8%
COc1ccc(/C=C/C2=CCN(Cc3ccc(OC)cc3)CC2)cc1,-4%,-29%,-2%,i,0%,-30%[inhibitor],-27%,-18%,22%
O=C(/C=C/c1cn(-c2ccccc2)nc1-c1cccc(Cl)c1)N1CCN(c2ccccn2)CC1,-10%,-20%,14µM*,i,1%,-33%,7.1µM*,-9%,?
Cc1nc(SCC(=O)NC(=O)NC2CCCCC2)nc(C)c1C,27%,8%,29%,i,-15%,17%,-7%,-2%,10%
CCOC(=O)N1CCN(S(=O)(=O)c2ccc(OC)c(OC)c2)CC1,4%,4%,2%,i,0%,-22%[57.5 µM],66%[activator],2%,2%

Grouped by structure: the compounds so far containing a carbonyl joined to an NH by a bond outside any ring.
SMILES,aSyn rescue,Abeta rescue,TDP43 rescue,pAkt inh,Mm-Cpn inhibitor,PTHR1 ag,GLP-1R inv ag,HEK293 tox,FUS yeast rescue
COc1ccc(S(=O)(=O)N2CCCCC2c2cc(C(=O)NCc3cccnc3)no2)cc1 (configuration not stated),-8%,-8%,18%,i,/,-6%,6%,-2%,-5%
COc1ccccc1NC(=O)Nc1nc(CC(=O)Nc2cccc(F)c2)cs1,0%,-5%,1%,i,-13%,-37%[inhibitor],?,?,12%
Cc1nc(SCC(=O)NC(=O)NC2CCCCC2)nc(C)c1C,27%,8%,29%,i,-15%,17%,-7%,-2%,10%

Further results:
SMILES,aSyn rescue,Abeta rescue,TDP43 rescue,pAkt inh,Mm-Cpn inhibitor,PTHR1 ag,GLP-1R inv ag,HEK293 tox,FUS yeast rescue
CC(=O)c1c(C)[nH]c(C(=O)OCC(=O)NCc2ccccc2)c1C,-1%,7%,0%,i,/,-33%[inhibitor],-17%,-10%,-14%
COCn1c(C(O)c2ccccc2)cc2ccccc21 (configuration not stated),23%,?,0%,i,-1%,-25%,?,8%,3%
CCC1(C)CC(CCNS(=O)(=O)c2ccc(C)cc2)(c2ccc(C)cc2)CCO1 (configuration not stated),?,6%,16%,i,1%,-36%[inhibitor][57.5 µM],?,-21%,34%
COc1ccc(C(=O)Nc2ccc(S(=O)(=O)N3CCCC3)cc2)cc1,-3%,0%,-1%[9.22 µM],i,-10%,-25%,-4%[7.66 µM],16%[7.66 µM],32%
COc1ccc(CC(=O)NCC(c2ccc(N(C)C)cc2)N2CCOCC2)cc1 (configuration not stated),/,-2%,20%,/,/,-1%,5%,-19%,19%
COc1cc(-c2nc(C(=O)NCC3CCCO3)cc3c2[nH]c2ccccc23)cc(OC)c1OC (configuration not stated),?,-14%,28µM*,i,-3%,-17%,-51%,-18%,?
Cc1cc2c(ncn2C)c(NS(=O)(=O)c2ccc(F)cc2)c1C,1%,6%,-8%[0.397 µM],i,-2%,0%,-28%,-11%,14%
COc1ccc(OC)c(NC(=S)Nc2ccccc2)c1,-1%,18%,0%,i,-1%,-3%,1%,0%,27%
COc1ccc(S(=O)(=O)N(CCCN2CCOCC2)Cc2cccc(OC)c2OC)cc1,-3%,8%,-2%,i,-1%,-4%[57.5 µM],1%,0%,-8%
CC(C)(C)C(=O)N1CCN(S(=O)(=O)c2ccc3c(c2)OCCCO3)CC1,-2%,-7%,-2%,i,1%,-17%,3%,5%,-10%
CCN(C(=O)c1cn(C)c(=O)c2cc(OC)c(OC)cc12)c1cc(C)ccc1C,3%,-13%,7%,i,1%,-4%,13%,-10%,?
O=C(NCc1ccccc1Cl)C1CCCN1C(=O)Nc1ccccc1 (configuration not stated),-4%,-5%,-10%,i,0%,-14%,-13%,4%,-15%
CC(C)(C)NC(=O)C(c1ccccn1)N(C(=O)C1CSC(=O)C1)c1ccc(F)cc1 (configuration not stated),-12%,1%,2%,i,1%,i,0%,-5%,19%
CC(=O)c1ccc(Oc2ncnc3c2oc2ccccc23)cc1,/,-12%,20%,/,/,26%,4%,17%,-28%
Cc1ccc2c(c1)-c1c(cnc3cc(-c4ccc(Cl)cc4)nn13)CO2,/,-9%,22%,/,/,i,4%,4%,1%
O=C(/C=C/c1ccc2c(c1)OCO2)N1CCN(c2n[nH]c(=O)[nH]c2=O)CC1,-2%,-10%,0%,i,-1%,-3%,24%,-1%,12%
CCOc1ccc(NC(=O)C[n+]2ccc(N(C)C)cc2)cc1,-1%,3%,0%,i,0%,-19%,-13%,-8%,/
Cc1ccc(-c2nnc(SCCC(=O)N3CCOCC3)o2)cc1,-6%,-8%,20%,i,1%,i,4%,-10%,-9%
COc1ccc(S(=O)(=O)NC(C)C(=O)Nc2ccccc2)cc1Cl (configuration not stated),0%,0%,-24%,i,-2%,i,15%,-6%,/
COc1ccc(N=Cc2ccc(CNS(=O)(=O)c3ccc(Cl)cc3)o2)cc1,-5%,0%,5%,i,0%,-67%[inhibitor],?,?,/
CC(C)OCCCNC(=O)C1CCC(CNS(=O)(=O)c2ccc(Cl)cc2)CC1 (configuration not stated),2%,-6%,-9%,i,3%,1%,10%,48%[activator],/
O=C(CSc1ncn(-c2ccccc2)n1)N1CCc2ccccc21,0%,4%,-11%,i,-1%,i,7%,-1%,2%
CCOC(=O)C1CCN(c2nc3c(S(=O)(=O)c4ccccc4)nnn3c3ccc(Cl)cc23)CC1,/,-16%,18%,/,/,i,11%,-8%,-8%
COc1cccc(C(NC(C)=O)c2nc(-c3ccc(N(C)C)cc3)cs2)c1 (configuration not stated),-3%,-3%,0%,i,/,i,?,-15%,-1%
CCNC(=S)N1CCC(c2nc3ccccc3s2)CC1,3%,?,14%,i,2%,i,-1%,-4%,9%
O=C(/C=C/Nc1ccc(F)c(F)c1)c1ccc(Br)cc1,0%,-17%,16%,i,-6%,-23%,8%,2%,/
Cc1cc2c(cc1S(=O)(=O)NCc1ccc(F)cc1)n(C)c(=O)c(=O)n2C,/,-9%,-3%,/,/,-20%,12%,26%,-21%
COc1ccccc1C(=O)C1CCCN(C(=O)CCC(=O)c2ccccc2)C1 (configuration not stated),-2%,-10%,/,i,-1%,-5%,?,10%,23%
Cc1ccc(S(=O)(=O)N2Cc3ccccc3CC2C(=O)N(C)C)cc1 (configuration not stated),0%,7%,6%,i,/,-15%,-1%,0%,-31%
O=C(CSc1nc2ccccc2n1Cc1ccccc1Cl)NCc1ccccc1,/,-17%,?,/,/,-11%,?,-21%,26%
CCN1C(=O)CC(NNC(=O)c2ccc(Cl)cc2)C1=O (configuration not stated),/,4%,-13%,/,0%,i,34%[activator],-3%,1%
Cc1ccc(CN2CCSc3ccc(C(=O)N4CCN(c5cc(C)ccc5C)CC4)cc32)cc1,/,6%,16%,/,/,i,11%,0%,-6%
CC(C)(C)C(=O)CSc1ncnc2sc3c(c12)CCC3,-4%,0%,10%,i,1%,-46%[inhibitor],6%,2%,0%
CCOC(=O)c1c(C)[nH]c(C(=O)N2CCN(C(=O)OCC)CC2)c1C,-6%,-3%,-19%,i,2%,i,12%,-8%,22%
Cc1cccn2c(CNCC(C)Oc3cccnc3)c(C(=O)N3CCOCC3)nc12 (configuration not stated),-5%,14%,-14%,i,2%,i,1%,-6%,11%
Cc1ccc(C(=O)Nc2nc(=O)n(C)s2)cc1,8%,0%,21%,i,1%,-26%[57.5 µM],0%,-11%,10%
CCOC(=O)/C(C(N)=NCc1ccco1)=C(/O)c1ccccc1,1%,-2%,0%,i,1%,4%[57.5 µM],?,-4%,8%
CCOc1ccc(-n2c(=O)c3c(C)c(C)sc3n(CC(=O)c3ccccc3)c2=O)cc1,/,-18%,6%,/,/,i,?,-13%,0%
C[C@H](NC(=O)N1CCn2c1nc1ccccc12)C(=O)NCC1CCCO1 (some centres not stated),2%,3%,-9%,i,-1%,i,15%,-8%,0%
Cc1cccc(N(C)c2cc(C)nc3ncnn23)c1,3%,7%,?,i,-1%,4%,2%,4%,-1%
CCOC(=O)C1=C(COC(=O)COc2ccc(Br)cc2)NC(=O)NC1C (configuration not stated),0%,5%,-3%,i,2%,-24%,11%,0%,0%
Cc1ccc(Cl)c(NC(=O)COC(=O)c2nn(-c3ccccc3)cc2O)c1Cl,3%,11%,?,i,0%,i,-19%,-7%,?
O=C(OCc1ccccc1Cl)c1cccnc1Cl,0%,14%,13%,/,1%,-5%[57.5 µM],-7%,-1%,15%
CCOC(=O)C1=NNC(C(=O)c2ccc(OC)cc2)C1c1ccccc1 (configuration not stated),0%,-10%,?,i,0%,-3%,?,1%,8%

Bioassay records deposited in PubChem by National Center for Advancing Translational Sciences (NCATS).
